# procasp3 activ = activates human procaspase-3 | actives 0.11% (n = 330,000) | P42574 | recombinant procaspase-3 D3A, Ac-DEVD-pNA absorbance 405 nm | AID 463141 | activation, % at 8.5 µM;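 active means activation above the mean of all tested compounds plus 3 SD, cut at about 21% in these data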;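 further: 0% = DMSO alone and 100% = DMSO wells spiked with extra 5 µM PC-3 D3A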
# Target sequence (P42574 whole entry D9A/D28A/D175A): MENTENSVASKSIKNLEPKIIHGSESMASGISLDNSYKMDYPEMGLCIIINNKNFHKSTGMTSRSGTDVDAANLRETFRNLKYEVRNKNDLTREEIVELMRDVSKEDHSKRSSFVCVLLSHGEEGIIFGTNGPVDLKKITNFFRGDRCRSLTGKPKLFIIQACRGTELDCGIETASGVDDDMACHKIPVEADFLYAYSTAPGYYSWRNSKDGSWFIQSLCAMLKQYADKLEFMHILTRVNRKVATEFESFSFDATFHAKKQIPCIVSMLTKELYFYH
#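 Assay system – Procaspase-3 D3A mutant, all three cleavage aspartates alanine · Controls – DMSO-only low control, 5 µM PC-3 D3A high control · Schedule – 1 h compound preincubation, 2 h substrate hydrolysis at 25 °C · Signal – 405 nm absorbance of p-nitroaniline, reads at 0 and 120 min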
# PP5 inh = blocks human protein phosphatase 5 activity | purified PP5c, OMFP substrate fluorescence | inhibition, % at 6.7 µM | actives 0.18% (n = 320,000) | AID 1987;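 active means inhibition above the campaign's mean inhibition across all tested compounds plus 3 SD, cut at about 9.5% in these data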;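 further: 0% = DMSO only and 100% = 100 µM cantharidin control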
# proCasp7 act = counter-screen for procaspase-3 activators: activators of human procaspase-7 | recombinant procaspase-7, Ac-DEVD-pNA absorbance 405 nm; D23A/D198A/D206A triple mutant, cannot self-cleave; scale: DMSO 0, 5 µM enzyme 100 | AID 463210 | activation, % at 8.5 µM | actives 0.093% (n = 330,000);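 active means percent activation above the screen-wide mean plus 3 SD, cut at about 25% in these data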
# Target sequence (P55210 whole entry D23A/D198A/D206A): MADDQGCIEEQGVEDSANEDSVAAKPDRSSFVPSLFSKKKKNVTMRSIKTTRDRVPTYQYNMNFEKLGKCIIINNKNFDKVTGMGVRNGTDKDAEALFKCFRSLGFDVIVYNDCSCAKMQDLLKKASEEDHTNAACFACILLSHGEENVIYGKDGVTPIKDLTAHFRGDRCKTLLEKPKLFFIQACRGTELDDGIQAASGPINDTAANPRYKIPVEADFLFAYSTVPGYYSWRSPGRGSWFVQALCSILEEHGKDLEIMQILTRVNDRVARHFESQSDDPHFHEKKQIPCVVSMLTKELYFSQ
#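 System: Uncleavable procaspase-7 mutant enzyme; Amount: 2 µM procaspase-7 mutant as dispensed; Schedule: 1 h compound preincubation, 2 h substrate cleavage, 25 °C; Measured by: 405 nm absorbance of p-nitroaniline; Evaluation: percent activation from buffer-corrected 0–120 min absorbance change; Control set: low DMSO alone, high DMSO plus 5 µM PC-7.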
# PP1 inh = counter-screen for PP5 inhibitors: inhibitors of human PP1-alpha. AID 2235. actives 0.9% (n = 320,000). purified PP1alpha, OMFP fluorescence. P62136. inhibition, % at 6.7 µM;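 active means inhibition above the mean inhibition of all tested compounds plus 3 SD, computed separately for each screening campaign, cut at about 15% in these data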
# Target sequence (P62136 whole entry, looked up): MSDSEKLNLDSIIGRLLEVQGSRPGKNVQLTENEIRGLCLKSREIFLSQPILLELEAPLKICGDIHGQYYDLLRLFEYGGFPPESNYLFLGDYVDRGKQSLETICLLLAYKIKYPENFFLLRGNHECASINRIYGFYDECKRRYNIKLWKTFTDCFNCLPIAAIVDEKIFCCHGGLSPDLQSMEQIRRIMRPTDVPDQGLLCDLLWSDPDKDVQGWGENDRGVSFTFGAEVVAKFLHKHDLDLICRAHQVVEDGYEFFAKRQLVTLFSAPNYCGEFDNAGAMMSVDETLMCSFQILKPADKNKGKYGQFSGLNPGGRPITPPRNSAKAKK
# AHR act = activators of human aryl hydrocarbon receptor; AHR-responsive luciferase reporter cells, luminescence; activation, % at 5 µM; actives 2.5% (n = 320,000); AID 2796; in the data active means activation above about 47%;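 further: 0% = vehicle wells and 100% = reference agonist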
# PAFAH2 inh = PAFAH2 (human) inhibition | Q99487 | recombinant PAFAH2, FP-rhodamine activity probe, fluorescence polarization | inhibition, % at 3.39 µM | actives 0.99% (n = 340,000);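 active means inhibition above the mean over all tested compounds plus 3 SD, cut at about 30% in these data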;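 further: inhibitors block probe labeling of enzyme so polarization drops; 0% = enzyme with DMSO and 100% = wells lacking PAFAH2 protein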
# TPT1 inh = blocks Candida albicans tRNA 2'-phosphotransferase. recombinant caTPT1, FP RNA substrate dephosphorylation. actives 0.81% (n = 300,000). inhibition, % at 5 µM;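 active means inhibition above the mean of all tested compounds plus 3 SD, set per screening campaign, cut at about 24% in these data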;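 further: plate controls were DMSO alone for no effect and ferristatin control at 100 nM for full effect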
# CTSL1 counter = cathepsin L1 inhibition, PFM18AAP counter-screen; recombinant F. hepatica cathepsin L1, Z-Leu-Arg-MCA fluorescence; inhibition, % at 5.96 µM; actives 0.49% (n = 300,000); AID 1906;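 active means inhibition above the mean of all tested compounds plus 3 SD, set per screening campaign, cut at about 17% in these data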;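 further: 0% = plate median of test compound wells and 100% = 1 µM Z-Phe-Ala-diazomethylketone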
# HCV core dimer = HCV core protein dimerization inhibition; TR-FRET GST/Flag-core106 dimerization, 1536-well; inhibition, % at 5 µM; actives 0.33% (n = 300,000); AID 1899;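 active means inhibition above the mean of all tested compounds plus 3 SD, set per screening campaign, cut at about 45% in these data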
#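 System – GST-tagged and Flag-tagged HCV core protein residues 1-106 · Repeats – one well for each compound · Technique – TR-FRET 671 and 617 nm emission · Doses – one concentration, 5 µM, in 0.5% DMSO · Times – 4 h, 22.5 °C incubation · Also added – Eu donor and XL665 acceptor anti-tag antibodies · Measure – percent inhibition of core106 dimerization signal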
# Starred values were filed as active, the others as inactive; / = no result given.
SMILES,procasp3 activ,PP5 inh,proCasp7 act,PP1 inh,AHR act,PAFAH2 inh,TPT1 inh,CTSL1 counter,HCV core dimer
COc1cccc(N2CCN(C(=O)Cn3c(=O)oc4ccccc43)CC2)c1,-7,3.1,-7,3,3,0,0,-4,-6
CC(=O)c1cccc2c(O)c(C3=Nc4ccccc4C3=O)[nH]c12,-24,-1.6,-8,1,61*,7,-4,-4,-41
COc1cc(CO)c(Br)cc1OCC(=O)Nc1ccccc1C,0,-2.3,2,-4,2,-6,0,2,10
OC(CNCCNc1ncccc1C(F)(F)F)COc1ccc(F)cc1 (stereo unspecified),-2,0.1,3,-3,-1,-1,0,-1,13
CCOc1ccc(NC(=O)N2CCC(n3nnc4ccccc43)CC2)cc1,6,-1.6,2,-3,-1,8,3,-1,0
COC(=O)N1N=C(c2ccccc2)CC1(O)C(F)(F)F (stereo unspecified),1,0.1,11,-2,1,2,-3,2,-4
Cc1ccc(S(=O)(=O)N2CCC(C(=O)NNC(=O)c3ccc(F)cc3)CC2)cc1,0,1.6,0,-4,0,12,4,-2,2
CC(C)(C)c1ccc(C(=O)Nc2nnc(Cc3c[nH]c4ccccc34)s2)cc1,4,4.3,-12,0,90*,1,3,0,16
CCOC(=O)Cn1cnc(-c2ccc([N+](=O)[O-])cc2)c1,-3,1.8,-4,1,1,-8,0,0,-8
COc1cc(C(=O)N/N=C/c2ccc(OC)c(CN3CCN(c4ccc(F)cc4)CC3)c2)ccc1O,9,1.4,2,-2,5,-3,-2,8,5
N#C/C(=C\c1ccccc1OCc1ccc(C(=O)O)cc1)c1ccccc1,6,2.1,0,1,-1,-1,-4,-1,7
O=C(COC(=O)Cn1ccc(=O)[nH]c1=O)Nc1ccc(F)cc1,-9,/,-3,/,1,1,/,/,/
O=C(Nc1ccc(NS(=O)(=O)c2ccccc2)cc1)c1ccccc1Cl,-2,/,5,/,2,6,/,/,/
O=C(NS(=O)(=O)c1ccccc1)c1ccccc1,-1,-1.0,-8,3,3,4,-4,-2,0
CCn1c(SCC(=O)O)nnc1-c1ccccc1OC,-1,-5.0,4,0,17,2,-9,-4,0
CCOc1ccc(/C=N/Nc2ccc(C(F)(F)F)cc2[N+](=O)[O-])cc1O,3,5.0,0,0,17,-1,1,1,6
COc1ccc(C(=O)c2c[nH]c3ccccc23)cc1,8,3.1,18,-4,15,0,-10,-3,0
O=C(CCNS(=O)(=O)c1ccccc1)OCc1nnc(-c2ccccc2)o1,-3,-1.3,2,4,0,2,2,-35,-1
O=S(=O)(Nc1cccc(-n2cnnn2)c1)c1ccc(Cl)nc1,-3,-0.4,6,-1,7,6,-2,1,8
Cc1nnc2n(-c3ccccc3)c(=O)c3ccccc3n12,-8,-2.1,2,-4,-4,-4,-1,-2,2
CCCc1ccc(-c2cc(C(=O)Nc3ccc([N+](=O)[O-])cn3)c3ccccc3n2)cc1,2,3.8,2,5,8,-25,-3,2,14
C/C(CC(=O)Nc1ccc([N+](=O)[O-])cc1)=N/NC(=O)C1CC12CCC2 (stereo unspecified),-6,-1.1,-5,1,19,-9,-2,2,0
Cc1nn(CCc2nc(-c3ccco3)cs2)c2[nH]c(=O)cc(C(F)(F)F)c12,-6,-0.7,-13,-3,-2,23,4,-3,15
Cc1cccc(-n2c(SCC(=O)Nc3nonc3C)nnc2-c2ccoc2C)c1,-2,0.3,4,-2,0,8,2,1,2
Cc1ccc(NC(=O)Cc2ccc(-n3cccc3)cc2)c(C)c1,-3,-0.2,-4,0,0,-4,4,6,18
CSc1ncc(C(C)=O)c(C)n1,-14,-3.3,8,5,1,5,0,-3,-1
O=C(NCCCN1CCCC1)c1ccc2c(c1)N(Cc1ccccc1)CCS2,-4,3.0,0,2,0,0,-1,-3,0
Cc1cc(C(=O)Nc2c(F)cc(F)cc2Br)no1,9,1.1,6,-1,1,5,-1,0,1
CC(=O)c1cc(F)c(N2CCCC2)cc1C,-6,1.1,-7,-1,-1,11,-2,-3,13
O=C(c1ccccc1)N1CCN(c2ncccn2)CC1,10,0.7,17,0,0,-1,-2,-3,7
Cc1ccc(S(=O)(=O)Cc2c(C)noc2C)cc1,-2,2.0,10,-1,-4,-9,0,-4,-5
CC(C)[C@H](N)c1nnc(SC/C=C/c2ccccc2)o1,0,-0.8,-1,0,3,-6,2,11,4
CCC(=O)Nc1nc(N)n(-c2ccccc2)n1,2,-1.1,-2,-4,4,13,0,-3,-6
CCOC(=O)c1ccc(NS(=O)(=O)c2c(N)[nH]c(=O)[nH]c2=O)cc1,-4,0.1,-5,3,1,5,-5,-1,-12
COc1ccc(NC(=O)COc2ccc(/C=N/NC(=O)c3cccnc3)cc2OC)cc1,-2,-0.2,1,0,20,7,0,-1,11
O=C(O)CCc1ncc(C(F)(F)F)cc1Cl,-5,0.2,-2,-1,-1,-3,2,1,1
O=C(NCc1ccccc1)c1cc2ccc(O)cc2oc1=O,-26,2.2,-19,-2,5,16,3,1,-7
CCOC(=O)C1(CCc2ccccc2)CCN(C(=O)CCc2cnn(C)c2)CC1,-6,-4.1,-3,-3,2,4,-4,5,-5
CC(C)(C)C(=O)Nc1nnc(SCC(=O)NC2CCCC2)s1,7,1.3,1,1,1,-3,-3,4,-6
Cc1cc(Br)ccc1SCC(=O)OC/C(O)=C(\C#N)c1nc2ccccc2[nH]1,-2,2.4,4,0,11,-4,17,2,4

# AHR act, what is marked active above
canonical_smiles | procasp3 activ | PP5 inh | AHR act | PAFAH2 inh | TPT1 inh | HCV core dimer
CC(=O)c1cccc2c(O)c(C3=Nc4ccccc4C3=O)[nH]c12 | -24 | -1.6 | 61* | 7 | -4 | -41
CC(C)(C)c1ccc(C(=O)Nc2nnc(Cc3c[nH]c4ccccc34)s2)cc1 | 4 | 4.3 | 90* | 1 | 3 | 16

# Arranged by value in TPT1 inh (highest first): some entries from above
smiles	procasp3 activ	PP5 inh	AHR act	PAFAH2 inh	TPT1 inh	HCV core dimer
Cc1cc(Br)ccc1SCC(=O)OC/C(O)=C(\C#N)c1nc2ccccc2[nH]1	-2	2.4	11	-4	17	4
Cc1ccc(NC(=O)Cc2ccc(-n3cccc3)cc2)c(C)c1	-3	-0.2	0	-4	4	18
CC(C)[C@H](N)c1nnc(SC/C=C/c2ccccc2)o1	0	-0.8	3	-6	2	4
CCC(=O)Nc1nc(N)n(-c2ccccc2)n1	2	-1.1	4	13	0	-6

# Next section.
SMILES,procasp3 activ,PP5 inh,proCasp7 act,PP1 inh,AHR act,PAFAH2 inh,TPT1 inh,CTSL1 counter,HCV core dimer
COc1ccc(OC)c(NC(=O)CNC(=O)Cn2c(C)cc3ccccc3c2=O)c1,-3,0.4,-1,15,9,-4,0,-5,-8
Fc1ccc(Oc2ccnc(Cl)n2)c(Cl)c1,-9,2.9,6,-3,1,/,4,-3,0
O=C(NCc1ccccc1CN1CCCC1)c1cccc(S(=O)(=O)Nc2ccc(F)cc2)c1,0,-1.0,6,-3,0,3,/,/,/
COc1ccc(CCC(=O)Nc2ccc3c(c2)OCCO3)cc1,8,-0.9,5,-5,2,-10,-1,-1,4
CN(C(=O)c1ccc2nccnc2c1)C1CCCCC1,3,1.8,1,-1,3,-1,-2,0,2
O=C(c1ccc(Cn2cnnn2)cc1)N1CCCC(Nc2ccc(F)cc2)C1 (stereo unspecified),4,-6.0,10,-3,1,-7,2,-3,-21
Cc1ccc(C(=O)NCC(=O)OC(C)C(=O)Nc2ccc(N(C)C)cc2)s1 (stereo unspecified),7,1.5,0,-5,8,-3,-1,-9,-5
CCOC(=O)C(Cc1c(F)cccc1F)(NC(C)=O)C(=O)OCC,1,-1.4,11,4,-1,-7,0,-2,1
c1ccc2c(c1)CCCN2Cc1nnnn1CC1CCCO1 (stereo unspecified),-5,-0.8,2,-3,6,2,-46,1,1
CCN(CC)S(=O)(=O)c1ccc(N2CCOCC2)c(NC(=O)C2CC2)c1,11,-1.2,1,-8,-1,1,2,0,2
COCCOc1ccc(C(F)(F)F)cc1NC(=O)COC(=O)C12CC3CC(CC(O)(C3)C1)C2,-6,0.7,-12,1,15,3,-3,-1,-10
Cc1nc(Nc2ccc(O)cc2)c2c3c(sc2n1)CCCC3,12,2.1,-1,0,45,2,-5,1,-2
CCCCCCNC(=O)Nc1ccccc1,7,0.8,-3,-7,2,-1,-1,0,-1
CC(C)(C)c1ccc(OCC(O)CN2CCN(C(=O)c3ccccc3)CC2)cc1 (stereo unspecified),-5,3.8,-12,3,-3,1,1,-3,-6
CCCC(NC(=O)C(C)N1CCN(S(=O)(=O)c2ccccc2)CC1)c1ccccc1 (stereo unspecified),8,1.4,7,-1,0,2,/,/,/
COC(=O)CCc1c(C)nn(-c2ccccc2)c1C,-5,0.8,1,1,9,-3,-1,-2,0
Cc1cccc(S(=O)(=O)Nc2ccc(-c3ccc4nncn4n3)cc2)c1,1,-2.2,1,-6,2,4,0,4,1

# 3 compounds out of the list, arranged by SMILES length, low to high.
SMILES,procasp3 activ,PP5 inh,proCasp7 act,PP1 inh,AHR act,PAFAH2 inh,TPT1 inh,CTSL1 counter,HCV core dimer
O=C(CCNS(=O)(=O)c1ccccc1)OCc1nnc(-c2ccccc2)o1,-3,-1.3,2,4,0,2,2,-35,-1
CCOc1ccc(/C=N/Nc2ccc(C(F)(F)F)cc2[N+](=O)[O-])cc1O,3,5.0,0,0,17,-1,1,1,6
C/C(CC(=O)Nc1ccc([N+](=O)[O-])cc1)=N/NC(=O)C1CC12CCC2 (stereo unspecified),-6,-1.1,-5,1,19,-9,-2,2,0

# High-throughput results as filed in PubChem.
